Screening results deposited in PubChem by University of Kansas High Throughput Screening Laboratory.
Pf apPOL inh: Pf-apPOL DNA polymerase inhibition | Recombinant Pf-apPOL, molecular beacon fluorescence, 1.5 h | inhibition, % at 10 µM | 210,000 compounds, 0.25% hits
mHTT-CaM PPI inh: mHTT-calmodulin interaction abrogation; inhibition, % at 15 µM; P42858; 190,000 compounds, 3.6% hits; AlphaScreen His-mHTT/GST-CaM binding, luminescence;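 also: 0% = both proteins with DMSO and 100% = one protein alone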
Numbers without * were called inactive; i = inactive; . = not tested or not shown; & = joins results of further samples. Rule as the data show it: active = inhibition above about 50%; inactive = the rest. These rows are one share of the data (hit frequency here may not be typical).

SMILES	Pf apPOL inh	mHTT-CaM PPI inh
COc1cc(-c2noc(C)n2)cc(OC)c1OC	-4	.
Cc1ccc(NC(=O)c2ccc(=O)n(CC(=O)N3CCCCC3)n2)cc1	-7	-12
CN1CCC(=NOC(=O)c2ccc(Cl)cc2)CC1	-1	4
C=CCC(C)(NCc1ccccc1)c1ccccc1 (centres undefined)	10	-34
Cc1oc2ccn(Cc3ccccc3F)c(=O)c2c1C(=O)N1CCCC(C)C1 (centres undefined)	-1	11
COc1cc(OC)cc(C(=O)O/N=C(\N)c2cccnc2)c1	-2	i
O=C(Nc1cccc(C(F)(F)F)c1)c1cc(-c2ccco2)nc2ccccc12	13	30
CCCCN(CC)S(=O)(=O)c1ccc(C(=O)Nc2nnc(C)o2)cc1	-13	22
O=C(NCCS(=O)(=O)N1CCOCC1)c1ccc2c(c1)OCO2	1	-16
O=C(CSCc1ccc(Cl)cc1)Nc1ccc2c(c1)OCCO2	0	-2
O=C(Nc1ncc(Cc2ccc(F)cc2)s1)c1csc2c1CCCC2	3	-6
O=C(ON1C(=O)c2ccccc2C1=O)c1ccccc1I	2	-1
N=C1S/C(=C\c2ccccc2F)C(=O)N1c1ccccc1F	-5	38
COc1ccc(-c2cc(C(F)(F)F)n3nc(C4CC4)cc3n2)cc1	6&1	.
Cc1ccccc1C(=O)N1CCCC(c2ccnc(-c3ccc(F)cc3)n2)C1 (centres undefined)	0	73*
CCOc1ccccc1CNC(=O)CN1C(=O)C2CCCN2C(=O)c2cc(F)ccc21 (centres undefined)	-8	12
CCCCn1c(CCNC(=O)c2ccc(OC)c(OC)c2)nc2ccccc21	4	20
CC(=O)c1ccc(Cl)c(NC(=O)Nc2ccc(Cl)cc2)c1	-10	.
CCC(CC)C(=O)N1CCc2ccccc2C1	-5	7
NC(=O)c1cc(-c2ccccc2)sc1NC(=O)C1=COCCO1	-6	8
Cc1cccc(NC(=O)Cn2c(=O)n(-c3ccccc3)c3ncccc32)c1	0	3
Nc1c(Cl)c(Br)cc2c1C(=O)c1ccccc1C2=O	-79	13
COc1ccc(OC)c(C2C(C(C)=O)=C(O)C(=O)N2CCN2CCOCC2)c1 (centres undefined)	-10	-1
Cn1nc(-c2nc(-c3ccccc3)no2)c2c1CCN(S(C)(=O)=O)C2	-1	-7
Cc1cn2c(CN3CCN(C(=O)c4ccccc4)CC3)c(-c3ccccc3)nc2s1	2	42

Compounds from the list above with a furan ring, fused or not:
SMILES	Pf apPOL inh	mHTT-CaM PPI inh
Cc1oc2ccn(Cc3ccccc3F)c(=O)c2c1C(=O)N1CCCC(C)C1 (centres undefined)	-1	11
O=C(Nc1cccc(C(F)(F)F)c1)c1cc(-c2ccco2)nc2ccccc12	13	30

(further entries)
SMILES	Pf apPOL inh	mHTT-CaM PPI inh
CCCCC(CC)C(=O)Nc1nnc(C(C)C)s1 (centres undefined)	.	-6
Cc1ccc(N2CCC(NC(=O)Nc3cccc(C)c3)C2=O)cc1 (centres undefined)	-2	-1
CC(C)NC(=O)C1CCCN(C(=O)C2CCCN2)C1 (centres undefined)	9	-8
CCOc1ccccc1NC(=O)c1ccc(F)c(S(=O)(=O)N2CCc3ccccc32)c1	-2	-18
CC(=O)Nc1ccc(C(=O)NCC(C)C)c(N2CCOCC2)c1	4	-14
Cc1nc(C)c(Cc2ccccc2C)c(N2CCN(C(=O)C3CCOC3)CC2)n1 (centres undefined)	2	11
Cc1cccc(NC(=O)COc2ccc(Br)cc2)c1	-1	-20
N#Cc1ccc(C(=O)N2CCC(COc3ccc(C(=O)N4CCOCC4)cc3)CC2)cc1	4	-5
CC(C)(C)OC(=O)COc1ccc2c(c1)OC(=Cc1ccccc1)C2=O	-1	12
CCC(=O)Nc1cc(Cl)ccc1OC	2	-6
Fc1ccc(Nc2ncnc3c2nc2n3CCCCC2)c(F)c1	-3	-2
CN(C)Cc1cc(CN(C)C)c(O)c(-c2ccccc2)n1	1	7
O=C(NCC(c1ccsc1)N1CCc2ccccc2C1)C(=O)Nc1cc(F)ccc1F (centres undefined)	5	-14
Cc1ccccc1-n1nc2c(c1NC(=O)C13CC4CC(CC(C4)C1)C3)CS(=O)(=O)C2	78*	11
COC(=O)C1(C(=O)OC)C/C=C\CN(C(=O)OC(C)(C)C)CCC1	-2	-3
COc1ccc(N2C(=O)C3C4c5ccccc5C(C)(c5ccccc54)C3C2=O)cc1 (centres undefined)	3	11
O=C(O)C(Cc1ccccc1)N1C(=O)C2C3CC(C(Br)C3Br)C2C1=O (centres undefined)	-8	13
CC(=O)NC(=O)c1cccc2cccc(I)c12	-4	.
COc1ccc(OCC(=O)N2CSCC2C(=O)NCCc2cscn2)cc1 (centres undefined)	0	0
COc1ccc(CN([C@H](CO)CC(C)C)S(=O)(=O)N(Cc2ccccc2)[C@H](CO)CC(C)C)cc1	-1	98*
COc1ccc(-c2noc(CCC(=O)O)n2)cc1	-4	.
O=C(Nc1ccc(Cn2cncn2)cc1)c1ccc(Cl)cc1	2	18
Ic1ccc(OCCCN2CCCC2)cc1	-6	-2
COc1ccccc1N1CCN(C2CCN(C3CC4CCC3C4)CC2)CC1 (centres undefined)	-2	-5
O=C(CCSc1ccccc1)Nc1ncc(S(=O)(=O)c2ccc([N+](=O)[O-])cc2)s1	-4	-6
More records follow:
SMILES	Pf apPOL inh	mHTT-CaM PPI inh
CCCCN1C(=O)C(C)(C(=O)Nc2cccc(F)c2)Oc2cccnc21 (centres undefined)	-7	-21
COc1ccc(CC(=O)NC(C)c2ccccc2)cc1 (centres undefined)	-2	-11
Cc1ccsc1C(=O)NC1(c2nc(-c3cnccn3)no2)CCCCC1	4	-2
CCN(CC)c1ccc(C=Nc2ccc(C(N)=O)cc2)c(O)c1	-3	-6
O=C1CCc2cc(S(=O)(=O)NCc3ccc4c(c3)OCO4)cc3c2N1CCC3	-9	-9
O=C(COc1ccccc1)Nc1nnc(CSc2ccccc2)o1	-11	0
N#CC1(C#N)COC23CCCCC2C1(C#N)C(=N)O3 (centres undefined)	-9	-1
COCCC1CCN(C(=O)CCc2c(C)nn(C)c2C)CC1	0	0
CCn1nccc1C(=O)N1CCC2(C1)NCc1ccccc1NC2=NCc1ccccc1 (centres undefined)	-4	23
O=C1C2ON(c3ccccc3)C(c3cc(Br)ccc3O)C2C(=O)N1c1ccccc1Cl (centres undefined)	-5	.
O=C(CCCOc1ccc(Cl)cc1)Nc1nccs1	52*	-4
CCOc1ccccc1C(=O)Nc1ccccc1Br	2	-32
FC(F)(F)c1cccc(OCc2ccc(-c3ncns3)cc2)c1	-9	.
CSc1nc2n(n1)C(c1ccccc1)/C(=N/O)C(C)=N2 (centres undefined)	-6	i
O=C(Cn1cc2c(n1)CCCCC2)N1CCc2ccccc2C1	-4	0
Cc1ccc(-c2n[nH]c3c2CN(C(=O)c2cccn2C)CC3)cc1	-12	55*
Cc1cccc(C)c1N=Cc1c(C)[nH]n(-c2cccc(Cl)c2)c1=O	1	22
CCc1nc(-c2c(C)cc(C)nc2NC(=O)c2ccc(C(F)(F)F)cc2)no1	-2	-7
COCCNC(=O)Cc1ccc(NC(=O)C2CCN(S(C)(=O)=O)CC2)cc1	-9	-10
COc1ccc(CN2CCN(C(=O)c3cccc(Cl)c3)CC2)cc1	4	1
Cc1oc(C2CCN(S(=O)(=O)c3ccccc3)CC2)nc1C(=O)N1CCOCC1	-14	-2
Cn1c(N2CCN(S(=O)(=O)CCN3C(=O)CCCC3=O)CC2)nc2ccccc21	-7	-7
COc1cccc(Cn2cc(-c3cccc(C(F)(F)F)c3)nn2)c1	-5	-49
CN(CCO)c1ccc2c(c1)Oc1ccccc1CN(Cc1cn(Cc3cccc(C(F)(F)F)c3)nn1)S2(=O)=O	0	1
CCc1ccc(S(=O)(=O)N2CCc3c(nc(-c4ccccc4)[nH]c3=O)C2)cc1	-6	2

Reformatted: results already given
SMILES | Pf apPOL inh | mHTT-CaM PPI inh
COc1cc(-c2noc(C)n2)cc(OC)c1OC | -4 | .
Cc1ccccc1C(=O)N1CCCC(c2ccnc(-c3ccc(F)cc3)n2)C1 (centres undefined) | 0 | 73*

Quoted from the listing.
mHTT-CaM PPI inh, `CCCCN1C(=O)C(C)(C(=O)Nc2cccc(F)c2)Oc2cccnc21` (centres undefined) reads -21
Pf apPOL inh, `O=C1CCc2cc(S(=O)(=O)NCc3ccc4c(c3)OCO4)cc3c2N1CCC3` reads -9
mHTT-CaM PPI inh, `Cc1cccc(C)c1N=Cc1c(C)[nH]n(-c2cccc(Cl)c2)c1=O` reads 22

Other entries:
SMILES	Pf apPOL inh	mHTT-CaM PPI inh
O=C1NC(=O)/C(=C\c2ccc(-c3cccc(Cl)c3Cl)o2)N1	-2	25
Cc1ccc(-n2ncc3c(=O)[nH]c(SCC(=O)Nc4cc(C)ccc4C)nc32)cc1	-9	1
Cc1ccccc1NC(=O)N1CCCC1c1cccc(F)c1 (centres undefined)	-2	-10
CC1CCCC2(C1)C(C#N)=C(SCC(=O)Nc1ccc(Br)cc1)NC(=O)C2C#N (centres undefined)	-2	73*
O=C(NC1CC(=O)N(c2ccc(Cl)cc2)C1)C1CC1 (centres undefined)	-9	-3
O=C(Nc1ccccc1)C1CCc2sc(C(=O)N3CCOCC3)cc2C1 (centres undefined)	3	0
Cc1ccc(C2=NC(c3cccnc3)NC(c3ccccc3O)C2)cc1 (centres undefined)	-2	21
CCc1ccc(C2CC(C(=O)NCc3cccnc3)CN(C(C)=O)C2)cc1 (centres undefined)	0	8
O=C(COc1nsnc1N1CCOCC1)Nc1ccccc1	3	0
CCCn1cc(CNC(=O)C2CCc3nc(N4CCN(C(C)=O)CC4)sc3C2)c(C)n1 (centres undefined)	1	4
Cc1cccc(OCC(=O)Nc2cc(Cl)ccc2C)c1	2	-14
Cc1ccc(CCNC(=O)c2nnn3c2COC(c2ccc(Cl)cc2)C3)cc1 (centres undefined)	-5	-1
COc1nn(-c2nc(-c3cccs3)cc(C(F)(F)F)n2)cc1[N+](=O)[O-]	0	0
Cn1c(=O)c2c3c(sc2n2c(SCC(=O)c4ccc(Br)cc4)nnc12)CCC3	-1&-4	-3&-3
CC(C)NC(=O)C1CC(=O)N(C2CCCCC2)C1 (centres undefined)	-5	-4
Cc1ccc(S(=O)(=O)NC(C)(C)CC(C)(C)C)cc1[N+](=O)[O-]	-1	34
Cc1ccc(C(=O)N2CCC(Cc3nc4cccnc4n3C)C2)cn1 (centres undefined)	-10	-3
Cc1ccccc1C1CCCN1C(=O)NC(C)C (centres undefined)	-6	-2
N#CC1=C(N)Oc2[nH]c(=O)[nH]c(=O)c2C1c1ccc(Cl)cc1 (centres undefined)	-4	-9
Cc1ccc(-n2nc3c(c2NC(=O)c2ccc(Cl)cc2)CS(=O)(=O)C3)c(C)c1	-8	13
O=c1c2ccccc2nc2n1CCO2	-11	.
C#CCCNC(=O)CSC1CCCC1	-6	-10
CCC(=O)NCCc1csc(C2CCCN(C(=O)c3ccccc3F)C2)n1 (centres undefined)	0	-9
O=C(NC1CC1)c1ccc2c(c1)NC(=O)C(N1CCCCC1)S2 (centres undefined)	-13	10
Cc1cc(C)c(NC(=O)CN2CCC(c3nc(-c4ccc(F)cc4)no3)CC2)c(C)c1	-1	-1
Further entries:
SMILES	Pf apPOL inh	mHTT-CaM PPI inh
C=CCOc1ccccc1/C=c1\sc2nc(-c3ccc(OCC)cc3)nn2c1=O	5	1
Cc1cccc(C(=O)Nc2cc(-c3cccs3)no2)c1	0	-14
CN(C)CCCN(C(=O)c1cccc(C(F)(F)F)c1)c1nc2ccc(F)cc2s1	-9	55*
CCOc1ccc(S(=O)(=O)Nc2cc(Cl)ccc2O)cc1C	-7	-9
Cc1cc(N2C(=O)C3C(C2=O)C2C=CC3C23CC3)c([N+](=O)[O-])cc1C (centres undefined)	13	1
COc1cccc(/C=C2\N=C(c3ccc(OC)c(Br)c3)OC2=O)c1	-3	7
O=C(c1ccncc1)N1CCC(n2c(-c3ccc(F)cc3)nc3cccnc32)C1 (centres undefined)	-2	4
COc1cc2nc(/C=C/c3ccc([N+](=O)[O-])s3)oc(=O)c2cc1OC	-6	2
COC(=O)c1cnc2nc(C)ccc2c1Nc1cccc(Br)c1	-19	14
CC1CCc2c(cnc3c(C(=O)NCc4cccs4)cnn23)C1 (centres undefined)	-1	10
NC(=O)c1ccccc1NC(=O)c1cc(-c2ccc(Cl)s2)nc2ccccc12	4	-1
CC(=O)NS(=O)(=O)c1ccc(NC(=O)C2CCCCC2C(=O)O)cc1 (centres undefined)	-3	0
CC(C)(O)C#Cc1ccccn1	-4&0	-5
Cn1cc(C2=CCN(S(=O)(=O)c3cccc(Cl)c3)CC2)c2cccnc21	-5	1
CNC(=S)NN=Cc1ccc(OC)c(OC)c1	-2	.
COc1ccc(C(=O)Nc2nc(-c3ccc(F)cc3)cs2)cc1OC	-3	16
Cc1ccc2oc(-c3cccc(NC(=O)c4cccc(Cl)c4Cl)c3C)nc2c1	0	-5
CC(C)n1cc(C2=CCN(S(=O)(=O)c3ccccc3Cl)CC2)c2cccnc21	-7	29
CCOc1cccc2cc(C(=O)Nc3nccs3)c(=Nc3ccccc3)oc12	0	1
O=[N+]([O-])c1ccc(-c2noc(COc3ccc(Cl)cc3Cl)n2)cc1	2	-1
CC(=O)Nc1ccc(-c2noc(C3CCN(C(=O)c4ccco4)CC3)n2)cc1	0	0
CN1C(=O)C(=O)C(=C(O)c2ccc(Br)cc2)C1c1cccc([N+](=O)[O-])c1 (centres undefined)	-2	-2
Cc1ccc(S(=O)(=O)Oc2c(Cc3ccccc3)c(=O)n(C)c3ccccc23)cc1	-7	.

Entries of single compounds, quoted from the list. Order of screens: Pf apPOL inh	mHTT-CaM PPI inh
Entry for COc1ccc(C(=O)Nc2nc(-c3ccc(F)cc3)cs2)cc1OC → -3	16
Entry for CC(C)n1cc(C2=CCN(S(=O)(=O)c3ccccc3Cl)CC2)c2cccnc21 → -7	29
Entry for O=C(c1ccncc1)N1CCC(n2c(-c3ccc(F)cc3)nc3cccnc32)C1 (centres undefined) → -2	4
Entry for NC(=O)c1ccccc1NC(=O)c1cc(-c2ccc(Cl)s2)nc2ccccc12 → 4	-1
Entry for CC(=O)Nc1ccc(-c2noc(C3CCN(C(=O)c4ccco4)CC3)n2)cc1 → 0	0
